Screening results deposited in PubChem BioAssay by National Center for Advancing Translational Sciences (NCATS).
GLP-1R agonist: GLP-1 receptor (human) agonism | HEK293 GLP-1R CRE-luciferase, luminescence, 4-6 h; cells express a hypersensitive GLP-1R form | hit rate 0.007% among 380,000 | AID 624172 | Potency, µM (top dose mostly 45.6 µM), inactives show at the top dose activation, hits mostly activators | P43220; also: potency is read from the fitted curve at half-maximal effect; % of control where 0% means no effect
IL-2 act: activates IL-2 in a cell-based reporter assay; IL-2 activation reporter assay, cell-based qHTS; stimulated with anti-CD3/CD4/CD28 beads; in transgenic mouse T cells; activation, % (series mostly up to about 46 µM); hit rate 0.065% among 360,000; AID 652025; in the data active = activation above about 50%; inconclusive = mostly about 30% to 49%; also: 0% is about no effect
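Using fluorescent plate cytometry, EGFP and DsRed are detected in transgenic mouse T cells stimulated 18 h at 37 degrees C with antibody-coated beads after 60 min compound pretreatment.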
PLK1 PBD inh: PLK1 (human) polo-box domain binding inhibition; P53350; Plk1 PBD binding of FITC phosphopeptide, fluorescence polarization; Potency, µM, for the others: max response, negative = inhibition, usual class: inhibitors; hit rate 2.8% among 360,000; also: potency is read from the fitted curve at half-maximal effect; series mostly up to about 57 µM; % is scaled to controls: 0 for no effect and ±100 for the full control effect; nearly all actives have a fitted effect of over 65% in size
WRN inhibitor: blocks human WRN helicase. Q14191. WRN helicase unwinding, fluorescent forked duplex, kinetic. Potency, µM (titrated, usually from 114 µM), without a hit: at the top dose activity change, negative = inhibition, most hits filed as inhibitors. hit rate 0.46% among 360,000. AID 651768; also: potency is read from the fitted curve at half-maximal effect; % is scaled to controls: 0 for no effect and ±100 for the full control effect; nearly all actives have a fitted effect of over 55% in size
Target sequence (Q14191 whole entry, looked up): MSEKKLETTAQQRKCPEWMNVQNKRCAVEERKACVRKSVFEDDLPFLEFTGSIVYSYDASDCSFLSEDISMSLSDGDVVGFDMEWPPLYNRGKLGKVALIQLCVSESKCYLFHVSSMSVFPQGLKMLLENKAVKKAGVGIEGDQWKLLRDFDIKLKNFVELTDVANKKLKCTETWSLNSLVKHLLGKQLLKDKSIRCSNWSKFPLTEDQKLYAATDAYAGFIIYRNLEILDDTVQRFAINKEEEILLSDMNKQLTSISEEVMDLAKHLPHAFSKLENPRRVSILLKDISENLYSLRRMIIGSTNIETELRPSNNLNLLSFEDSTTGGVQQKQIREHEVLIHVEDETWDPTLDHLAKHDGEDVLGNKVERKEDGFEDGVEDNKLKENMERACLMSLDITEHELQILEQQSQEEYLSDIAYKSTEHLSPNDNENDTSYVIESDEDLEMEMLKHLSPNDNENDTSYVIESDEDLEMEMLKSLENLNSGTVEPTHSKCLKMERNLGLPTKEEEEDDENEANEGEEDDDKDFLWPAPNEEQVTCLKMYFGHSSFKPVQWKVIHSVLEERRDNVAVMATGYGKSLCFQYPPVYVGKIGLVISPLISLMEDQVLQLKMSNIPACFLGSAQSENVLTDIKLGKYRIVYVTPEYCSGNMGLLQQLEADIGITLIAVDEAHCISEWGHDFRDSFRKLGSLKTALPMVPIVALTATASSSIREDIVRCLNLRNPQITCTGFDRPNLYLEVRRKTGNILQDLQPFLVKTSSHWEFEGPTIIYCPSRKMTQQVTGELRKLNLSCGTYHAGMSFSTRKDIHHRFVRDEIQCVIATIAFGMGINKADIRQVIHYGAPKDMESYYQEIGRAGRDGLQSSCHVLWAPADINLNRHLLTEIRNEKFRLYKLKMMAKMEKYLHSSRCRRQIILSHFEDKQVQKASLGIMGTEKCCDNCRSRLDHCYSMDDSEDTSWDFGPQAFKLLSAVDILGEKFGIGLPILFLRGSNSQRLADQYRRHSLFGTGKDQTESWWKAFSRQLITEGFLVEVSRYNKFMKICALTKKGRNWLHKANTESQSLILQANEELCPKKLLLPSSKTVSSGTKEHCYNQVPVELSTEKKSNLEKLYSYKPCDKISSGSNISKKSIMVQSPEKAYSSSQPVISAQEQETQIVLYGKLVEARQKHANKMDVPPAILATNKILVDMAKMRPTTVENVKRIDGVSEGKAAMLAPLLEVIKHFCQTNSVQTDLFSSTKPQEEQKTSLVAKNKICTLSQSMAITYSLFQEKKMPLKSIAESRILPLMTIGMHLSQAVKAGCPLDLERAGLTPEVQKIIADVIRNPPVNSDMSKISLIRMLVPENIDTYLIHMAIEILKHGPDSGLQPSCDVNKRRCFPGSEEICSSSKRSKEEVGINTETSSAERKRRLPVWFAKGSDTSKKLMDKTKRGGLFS
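WRN at 20 nM final was preincubated with compound for 15 min at room temperature; reaction started with 100 nM forked duplex oligonucleotide carrying fluorophore and quencher plus 2 mM ATP (final). Unwinding followed kinetically by red fluorescence (ex 525/em 598 nm).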
D3 antag: antagonists of human D3 dopamine receptor; P35462; D3R cells, DiscoveRx beta-arrestin luminescence, antagonist mode; active compounds read low; max response, negative = inhibition, %; hit rate 2.5% among 360,000; AID 652054; in the data active = max response below about -50%; inconclusive = no clear call, values can overlap the other calls; also: % is scaled to controls: 0 for no effect and ±100 for the full control effect; mostly tested at two doses, the higher about 12 µM
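Cells plated overnight at 1500 cells/well, then exposed to library compounds with dopamine controls for 90 minutes at 37 degrees C. DiscoveRx reagent added for 30–60 minutes at room temperature; luminescence read, quantitative HTS format.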
GLP1R cytotox: cytotoxicity counter-screen for GLP-1 receptor inverse agonists | HEK293 cAMP-luciferase reporter cells, luminescence, 24 h | Potency, µM (highest dose often 38.3 µM), inactives show at the top dose activity change, negative = inhibition, actives largely listed as inhibitors | hit rate 0.13% among 410,000;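 also: loss of luciferase light is scored as toxicity; potency is read from the fitted curve at half-maximal effect; % is scaled to controls: 0 for no effect and ±100 for the full control effect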
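Cells in DMEM/10% Nu serum/1% pen-strep, 1536-well format. Pre-incubated 12 h, dosed with 23 nL compound, incubated a further 24 h. Luciferase detection, 12 min at room temp, luminescence.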
PI5P4Ka inh: blocks human PI5P4K alpha kinase activity | P48426 | PI5P4Kalpha enzyme, ADP-Glo luminescence, 60 min; active compounds read low | hit rate 1.2% among 330,000 | max response, %; active = max response of -50% or lower; inconclusive = between -30% and -50%; inactive = -30% or higher; also: value at the top dose of about 77 µM; % is scaled to controls: 0 for no effect and ±100 for the full control effect
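Compounds were pin-transferred onto PI5P4Kalpha and substrate in HEPES pH 7.4 buffer with EGTA, CHAPS and 5% DMSO. ATP (5 microM final) started the reaction, which ran 60 minutes at room temperature before ADP-Glo detection.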
DRD3 agonist: activates the human D3 dopamine receptor; P35462; D3R DiscoveRx beta-arrestin cells, luminescence, 90 min; max activation, %; hit rate 0.58% among 410,000; in the data active = max activation above about 30%; also: 0% is about no effect; mostly tested at two doses, the higher about 12 µM
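Agonist mode: compounds and dopamine controls were applied to plated cells for 90 min at 37 degrees C after an overnight attachment at 1500 cells/well. Luminescent read-out followed 30 - 60 minutes at room temperature with DiscoveRx detection reagent.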
GLP-1R inv ag: acts as inverse agonist at human GLP-1 receptor. P43220. HEK293 GLP-1R CRE-luciferase, luminescence, 24 h; GLP-1R form is constitutively active. Potency, µM (top dose mostly 38.3 µM), without a hit: at the top dose activity change, negative = inhibition, actives largely listed as inhibitors. hit rate 1.6% among 410,000. AID 624417; also: potency is read from the fitted curve at half-maximal effect; % is scaled to controls: 0 for no effect and ±100 for the full control effect; nearly all actives have a fitted effect of over 55% in size
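Luminescence readout: a drop in cAMP-driven luciferase signal flags inverse agonism at a constitutively active GLP-1R stably expressed in HEK293. Compound exposure lasted 24 hr at 37 deg C, 5% CO2.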
Starred values were filed as active, the others as inactive; & = joins results of further samples; [ ] = another dose, or the depositor's remark. Unless noted, calls follow the shape of the dose curve; as a rule, active = well fitted curve in the direction sought with a large enough effect; inconclusive = small, poorly fitted or top-dose-only effect, or another doubt; inactive = no such curve, though single readings can be large; an effect the other way counts as inactive or inconclusive.

O=C(CN1CCN(Cc2ccc(Cl)cc2)C1=O)NCCCN1CCN(c2ccc(F)cc2)CC1 was read as GLP-1R agonist 14%, IL-2 act 0.1, PLK1 PBD inh 4%, WRN inhibitor -3%, D3 antag -66*, GLP1R cytotox -26%, DRD3 agonist -48 and GLP-1R inv ag 0%.
Screening CCOC(=O)c1c(C)[nH]c(C(=O)COC(=O)c2ccc(N3CCCC3=O)cc2)c1C returned GLP-1R agonist -7%, IL-2 act -3.4, PLK1 PBD inh -10%, WRN inhibitor 1%, D3 antag -15, GLP1R cytotox 5%, DRD3 agonist 0 and GLP-1R inv ag 0%.
For COc1cccc(CN(C)C(=O)Cc2c[nH]c3ccccc23)c1 the results were GLP-1R agonist 1%, IL-2 act -1.3, PLK1 PBD inh 2%, WRN inhibitor -26%, D3 antag -4, GLP1R cytotox -6%, PI5P4Ka inh -1, DRD3 agonist -23 and GLP-1R inv ag 13%.
For Cc1ccccc1OCC(=O)N1CCc2ccccc2C1 the results were GLP-1R agonist 27%, IL-2 act 1.2, PLK1 PBD inh -7%, WRN inhibitor -7%, D3 antag -2, GLP1R cytotox 0%, PI5P4Ka inh -1, DRD3 agonist 7 and GLP-1R inv ag -16%.
COc1ccc(C(=O)NNC(=S)Nc2ccccc2)cc1 was read as GLP-1R agonist 1%, IL-2 act 0.5, PLK1 PBD inh -2%, WRN inhibitor 8%, D3 antag -29, GLP1R cytotox 0%[7.66 µM], PI5P4Ka inh 0, DRD3 agonist -9 and GLP-1R inv ag -2%[7.66 µM].
For Cc1ccc(-c2nnn(CC(=O)N(C)C3CCCCC3)n2)o1 the results were GLP-1R agonist 9%, IL-2 act -1.5, PLK1 PBD inh -16%, WRN inhibitor 4%, D3 antag -14, GLP1R cytotox 10%, PI5P4Ka inh 2, DRD3 agonist -3 and GLP-1R inv ag 23%.
Screening CCO[C@H]1OC(C(=O)O)=C[C@@H](c2coc3ccccc3c2=O)[C@@H]1CCCO returned GLP-1R agonist 2%, IL-2 act 0.3, PLK1 PBD inh -4%, WRN inhibitor 3%, D3 antag -2, GLP1R cytotox 5%, PI5P4Ka inh 0, DRD3 agonist 3 and GLP-1R inv ag 8%.
Cc1ccn2c(Nc3ccc4c(c3)OCO4)c(-c3ccc(O)cc3)nc2c1 was read as GLP-1R agonist 20%, IL-2 act 1.3, PLK1 PBD inh 1%, WRN inhibitor -8%, D3 antag 1, GLP1R cytotox 2%&-11%, PI5P4Ka inh -5, DRD3 agonist 4&7 and GLP-1R inv ag -15%&-3%.
For CC1=CC(C)(C)N=C(NC#N)N1 the results were GLP-1R agonist 0%, IL-2 act 0.1, PLK1 PBD inh 1%, WRN inhibitor 0%, D3 antag 11, GLP1R cytotox -4%, DRD3 agonist 13 and GLP-1R inv ag 0%.
`N#CC1(NC(=O)COc2ccc(C(N)=O)cc2)CCCC1` gave GLP-1R agonist 6%, IL-2 act 1.7, PLK1 PBD inh -10%, WRN inhibitor 3%, D3 antag 7, GLP1R cytotox -20%, PI5P4Ka inh 3, DRD3 agonist -1 and GLP-1R inv ag 10%.
`Oc1cccc2ccc(Nc3ccccn3)nc12` gave GLP-1R agonist -10%, IL-2 act -4.2, PLK1 PBD inh -1%, WRN inhibitor 6%, D3 antag 23, GLP1R cytotox inconclusive, DRD3 agonist 7 and GLP-1R inv ag -8%.
Screening CCN(CC)S(=O)(=O)c1cccc2cc(C(=O)O)c(O)cc12 returned GLP-1R agonist 2%, IL-2 act 0.3, PLK1 PBD inh -7%, WRN inhibitor -3%, D3 antag -15, GLP1R cytotox 77%[activator], PI5P4Ka inh -67*, DRD3 agonist -18 and GLP-1R inv ag -3%.
For COc1cc(C(=O)NC(=S)Nc2ccc(Cc3ccncc3)cc2)cc(OC)c1OC the results were GLP-1R agonist -4%, IL-2 act -3.1, PLK1 PBD inh -7%, WRN inhibitor -3%, D3 antag 55, GLP1R cytotox -10%, PI5P4Ka inh -3, DRD3 agonist 6 and GLP-1R inv ag inconclusive.
CCOc1ccccc1C(=O)NCC(=O)NCC1CCCCC1 was read as GLP-1R agonist 12%, IL-2 act -2.6, PLK1 PBD inh -8%, WRN inhibitor -29%, D3 antag -13, GLP1R cytotox 14%, PI5P4Ka inh inconclusive, DRD3 agonist -8 and GLP-1R inv ag 8%.
For CC(=O)c1ccc(OC(=O)CN2C(=O)c3ccccc3C2=O)cc1 the results were GLP-1R agonist -4%, IL-2 act 0.1, PLK1 PBD inh -27%, WRN inhibitor -31%, D3 antag 2, GLP1R cytotox -34%, PI5P4Ka inh -5, DRD3 agonist 5 and GLP-1R inv ag 1%.
Screening CN(c1ccc(OCC(=O)OCC(=O)Nc2cccc([N+](=O)[O-])c2)cc1)S(=O)(=O)c1ccc(F)cc1 returned GLP-1R agonist -3%, IL-2 act -1.3, PLK1 PBD inh -1%, WRN inhibitor -6%[57.1 µM], D3 antag -1, GLP1R cytotox -3%, PI5P4Ka inh -5, DRD3 agonist -7 and GLP-1R inv ag -5%.
CCC1C(=O)N=C(SCC(=O)Nc2ccc(C)cc2)N(c2ccccc2)C1=O (stereo unspecified) was read as GLP-1R agonist 9%, IL-2 act -0.1, PLK1 PBD inh -8%, WRN inhibitor -4%, D3 antag 3, GLP1R cytotox -12%, PI5P4Ka inh 9, DRD3 agonist 6 and GLP-1R inv ag 17%.
Screening O=C1CC(c2cccc([N+](=O)[O-])c2)c2cc3c(cc2N1)CCC3 (stereo unspecified) returned GLP-1R agonist 27%, IL-2 act -1.4, PLK1 PBD inh -2%, WRN inhibitor 3%, D3 antag 12, GLP1R cytotox -6%, PI5P4Ka inh -3, DRD3 agonist -4 and GLP-1R inv ag inconclusive.
COc1ccccc1-n1c(SCC(=O)NC2CCCC2)nc2cccnc21 was read as GLP-1R agonist -1%, IL-2 act -3.3, PLK1 PBD inh -1%, WRN inhibitor 6%, D3 antag 8, GLP1R cytotox -7%, PI5P4Ka inh -1, DRD3 agonist 1 and GLP-1R inv ag -3%.
Cc1ccccc1NC(=O)COC(=O)CCc1c[nH]c2ccccc12 was read as GLP-1R agonist -6%, IL-2 act -0.1, PLK1 PBD inh -14%, WRN inhibitor -10%, D3 antag -10, GLP1R cytotox 6%, PI5P4Ka inh 0, DRD3 agonist 3 and GLP-1R inv ag 16%.
CCOc1ncccc1C(=O)NCC(c1ccccc1)N(C)C (stereo unspecified) was read as GLP-1R agonist 10%, IL-2 act -2.7, PLK1 PBD inh -1%, WRN inhibitor -1%, D3 antag -28, GLP1R cytotox -3%, PI5P4Ka inh 3, DRD3 agonist -26 and GLP-1R inv ag 6%.
`Cc1cc2ccccc2n1CCNC(=O)c1ccc(S(=O)(=O)N2CCCCC2)cc1` gave GLP-1R agonist -2%, IL-2 act -2.4, PLK1 PBD inh -11%, WRN inhibitor -14%, D3 antag 8, GLP1R cytotox -8%, PI5P4Ka inh 3, DRD3 agonist 2 and GLP-1R inv ag -23%.
CC(C)CNC(CC(=O)Nc1cccc([N+](=O)[O-])c1)C(=O)O (stereo unspecified) was read as GLP-1R agonist -1%, IL-2 act 0.2, PLK1 PBD inh -1%, WRN inhibitor -14%[57.1 µM], D3 antag 3, GLP1R cytotox -3%, PI5P4Ka inh 2, DRD3 agonist 1 and GLP-1R inv ag 20%.
Screening CC(C)C(=O)Nc1cccc(NC(=O)c2cc3ccccc3o2)c1 returned GLP-1R agonist 8%, IL-2 act -3.1, PLK1 PBD inh -7%, WRN inhibitor -8%, D3 antag 4, GLP1R cytotox -19%, PI5P4Ka inh 0, DRD3 agonist -3 and GLP-1R inv ag -23%.
For CN(C(=O)COC(=O)CNC(=O)C1CCCCC1)c1ccccc1 the results were GLP-1R agonist -4%, IL-2 act -0.7, PLK1 PBD inh -6%, WRN inhibitor 3%, D3 antag 6, GLP1R cytotox 1%, PI5P4Ka inh 0, DRD3 agonist 9 and GLP-1R inv ag -4%.
COc1ccc(CNC(=S)Nc2ccccc2C)cc1 was read as GLP-1R agonist -4%, IL-2 act -1.1, PLK1 PBD inh 17µM*, WRN inhibitor 9%, D3 antag 6, GLP1R cytotox -14%, PI5P4Ka inh -16, DRD3 agonist 2 and GLP-1R inv ag -21%.
Screening O=C(Nc1ccc(S(=O)(=O)NCCc2ccccc2)cc1)c1ccc(Br)o1 returned GLP-1R agonist 18%, IL-2 act -3.5, PLK1 PBD inh -7%, WRN inhibitor -8%, D3 antag -6, GLP1R cytotox 2%, DRD3 agonist -2 and GLP-1R inv ag -1%.
Screening O=C1C2CC=C(Cl)CC2C(=O)N1CN(Cc1ccco1)CN1C(=O)C2CC=C(Cl)CC2C1=O (stereo unspecified) returned GLP-1R agonist -24%, IL-2 act 0.5, PLK1 PBD inh -13%, WRN inhibitor -17%, D3 antag 11, GLP1R cytotox 1%, PI5P4Ka inh 0, DRD3 agonist -6 and GLP-1R inv ag 1%.

Some of these compounds in order of heavy-atom count, rising.
COc1ccc(C(=O)NNC(=S)Nc2ccccc2)cc1 was read as GLP-1R agonist 1%, IL-2 act 0.5, PLK1 PBD inh -2%, WRN inhibitor 8%, D3 antag -29, GLP1R cytotox 0%[7.66 µM], PI5P4Ka inh 0, DRD3 agonist -9 and GLP-1R inv ag -2%[7.66 µM].
Screening CCO[C@H]1OC(C(=O)O)=C[C@@H](c2coc3ccccc3c2=O)[C@@H]1CCCO returned GLP-1R agonist 2%, IL-2 act 0.3, PLK1 PBD inh -4%, WRN inhibitor 3%, D3 antag -2, GLP1R cytotox 5%, PI5P4Ka inh 0, DRD3 agonist 3 and GLP-1R inv ag 8%.
Screening O=C1C2CC=C(Cl)CC2C(=O)N1CN(Cc1ccco1)CN1C(=O)C2CC=C(Cl)CC2C1=O (stereo unspecified) returned GLP-1R agonist -24%, IL-2 act 0.5, PLK1 PBD inh -13%, WRN inhibitor -17%, D3 antag 11, GLP1R cytotox 1%, PI5P4Ka inh 0, DRD3 agonist -6 and GLP-1R inv ag 1%.
